High-throughput results: PubChem, National Center for Advancing Translational Sciences (NCATS)
Mito fusion yeast: blocks mitochondrial division or promotes mitochondrial fusion. S. cerevisiae fusion-defective mutant growth rescue, CellTiterGlo 48 h. Potency, µM (top dose mostly 46.1 µM), for the others: at the highest dose growth rescue (activation), hits mostly activators. 320,000 tested, 0.23% active;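 also: potency is read from the fitted curve at half-maximal effect; % of control where 0% means no effect; nearly all actives have a fitted effect of over 45% in size; temperature-sensitive fusion mutants such as fzo1-1 at 37 °C on non-fermentable ethanol glycerol medium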
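Compounds are tested for their ability to restore growth of mitochondrial fusion-defective yeast strains at non-permissive 37C in YPEG medium over 48 hours. Viability is quantified by luciferase luminescence.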
PKM2 act: activators of human pyruvate kinase M2; purified PKM2, Kinase-Glo ATP luminescence, activation; response scale: 0% is enzyme alone, no compound; Potency, µM (titrated, usually from 57.5 µM), without a hit: top-dose activation, actives largely listed as activators; 260,000 tested, 0.34% active; also: potency is read from the fitted curve at half-maximal effect; % is scaled to controls: 0 for no effect and ±100 for the full control effect; nearly all actives have a fitted effect of over 55% in size
Target sequence (P14618 whole entry, looked up): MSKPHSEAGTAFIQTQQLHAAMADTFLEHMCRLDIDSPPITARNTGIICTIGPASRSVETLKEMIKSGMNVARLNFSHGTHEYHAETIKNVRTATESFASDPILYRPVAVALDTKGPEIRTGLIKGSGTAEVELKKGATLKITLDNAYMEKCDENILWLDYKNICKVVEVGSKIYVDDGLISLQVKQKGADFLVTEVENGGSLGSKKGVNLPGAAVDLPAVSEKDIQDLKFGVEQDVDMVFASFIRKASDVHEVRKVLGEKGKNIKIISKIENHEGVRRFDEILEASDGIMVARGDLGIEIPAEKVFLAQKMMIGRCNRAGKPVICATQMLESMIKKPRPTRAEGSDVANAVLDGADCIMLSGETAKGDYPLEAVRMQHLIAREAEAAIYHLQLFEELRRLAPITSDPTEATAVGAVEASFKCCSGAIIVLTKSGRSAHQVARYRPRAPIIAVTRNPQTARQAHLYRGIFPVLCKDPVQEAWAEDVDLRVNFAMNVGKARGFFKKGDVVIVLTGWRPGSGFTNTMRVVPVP
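Purified hPK-M2 (>95% pure) converted ADP (0.1 mM final) to ATP with 0.5 mM PEP in 50 mM imidazole pH7.2, KCl, MgCl2, Tween 20, BSA; 1 h at room temperature. ATP detected by Kinase-Glo luminescence.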
Menin MLL FP TR: menin-MLL binding inhibition, Texas Red mutant peptide | Menin + Texas Red MLL mutant peptide, fluorescence polarization | O00255 | Potency, µM (highest dose often 61.6 µM), for the others: top-dose FP activity change, negative = inhibition, most hits filed as inhibitors | AID 1768 | 270,000 tested, 0.23% active; active = well fitted inhibition curve with a large enough effect in the polarisation, with a control signal flat, not every such curve was filed as active; inconclusive = small, poorly fitted or top-dose-only effect, or effect the other way, or a change in a side signal; inactive = no such curve, though single readings can be large or run the other way; the % refers to the polarisation; also: potency is read from the fitted curve at half-maximal effect; % of control where 0% means no effect; many of its hits are not listed in these tables
MBNL1-CUG inh: MBNL1-poly(CUG) RNA binding inhibition. TR-FRET MBNL1-His/biotin-(CUG)12 binding, 665/545 ratio. Potency, µM (top dose mostly 57.5 µM), for the others: top-dose activity change, negative = inhibition, hits mostly inhibitors. 280,000 tested, 0.036% active. AID 2675; active = well fitted inhibition curve with a large enough effect in the signal ratio, with a control signal flat, not every such curve was filed as active; inconclusive = small, poorly fitted or top-dose-only effect, or effect the other way, or a change in a side signal; inactive = no such curve, though single readings can be large or run the other way; the % refers to the signal ratio; also: potency is read from the fitted curve at half-maximal effect; % is scaled to controls: 0 for no effect and ±100 for the full control effect
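TR-FRET readout: Ex 340 nm, 665/545 nm emission ratio, normalized to buffer-only (basal) and MBNL1-(CUG)12 controls. Complex of MBNL1-His with Biotin-(CUG)12, compounds 92 nM–58 uM, incubated 60 min at room temperature.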
Gal4-VP16 FLuc: Gal4-VP16 reporter inhibition counter-screen; AID 2546; Drosophila S2 Gal4-VP16 UAS-luciferase, luminescence, 20 h; 310,000 tested, 3.5% active; Potency, µM (top dose mostly 53.6 µM), without a hit: at the highest dose activity, negative = inhibition, hits mostly inhibitors;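 also: Gal4-VP16 expression switched on by copper sulfate through the metallothionein promoter; potency is read from the fitted curve at half-maximal effect; % is scaled to controls: 0 for no effect and ±100 for the full control effect; nearly all actives have a fitted effect of over 50% in size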
KCNH2 3.1 block: KCNH2 3.1 (human) potassium channel inhibition; U2OS KCNH2 3.1, thallium flux FluxOr; stronger effect = lower value; 340,000 tested, 0.95% active; AID 720553; activity change, % (tested at about 1.8 µM);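 active = maximum activity change below -70%; inconclusive = maximum activity change from -70% to -50%; inactive = maximum activity change above -50%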;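 also: thallium influx rate constant from kinetic fluorescence after stimulation buffer; % is scaled to controls: 0 for no effect and ±100 for the full control effect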
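Measured as rate of thallium-driven FluxOr signal in transduced U2OS cells carrying the 3.1 channel, read kinetically for 2 min upon stimulation; values are rate constants scaled to DMSO control wells.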
ELG1 DNA repair: inhibitors of ELG1-dependent DNA repair in HEK293T cells; HEK293T ELG1-luciferase reporter, luminescence, 16 h; DNA damage induced by 5-fluorouridine; Potency, µM (highest dose often 46.1 µM), without a hit: at the top dose activity change, negative = inhibition, hits mostly inhibitors; 330,000 tested, 2.3% active; also: potency is read from the fitted curve at half-maximal effect; % is scaled to controls: 0 for no effect and ±100 for the full control effect; nearly all actives have a fitted effect of over 55% in size
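Reporter activity after DNA damage by 5-fluorouridine is monitored. Compound-treated cells incubate 16 hr at 37 °C, then ONE-Glo is added for 30 min before luminescence reading.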
Rab9 promoter act: activates the Rab9 promoter | Huh7 Rab9 promoter-luciferase reporter, luminescence, 24 h | 320,000 tested, 2.8% active | Potency, µM (doses to about 9.22 µM), for inactives: at the top dose activation, negative = inhibition, hits mostly activators; also: potency is read from the fitted curve at half-maximal effect; % of control where 0% means no effect; nearly all actives have a fitted effect of over 60% in size
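Cells were plated at 1500 per well in reduced-serum medium with 10% FBS and left 2 h. Compound in DMSO was then added for 24 h at 37 °C. Reporter signal was read by luminescence after 10 min with luciferase detection reagent.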
FLuc modulator: firefly luciferase modulation, counter-screen for miR-21 project; purified FLuc, Km substrates, luminescence inhibition; P08659; Potency, µM (highest dose often 57.5 µM), for inactives: top-dose activity change, negative = inhibition, usual class: inhibitors; 360,000 tested, 6.9% active;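 also: potency is read from the fitted curve at half-maximal effect; plate controls were vehicle for no effect and reference inhibitor for full effect; nearly all actives have a fitted effect of over 55% in size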
Target sequence (P08659 whole entry, looked up): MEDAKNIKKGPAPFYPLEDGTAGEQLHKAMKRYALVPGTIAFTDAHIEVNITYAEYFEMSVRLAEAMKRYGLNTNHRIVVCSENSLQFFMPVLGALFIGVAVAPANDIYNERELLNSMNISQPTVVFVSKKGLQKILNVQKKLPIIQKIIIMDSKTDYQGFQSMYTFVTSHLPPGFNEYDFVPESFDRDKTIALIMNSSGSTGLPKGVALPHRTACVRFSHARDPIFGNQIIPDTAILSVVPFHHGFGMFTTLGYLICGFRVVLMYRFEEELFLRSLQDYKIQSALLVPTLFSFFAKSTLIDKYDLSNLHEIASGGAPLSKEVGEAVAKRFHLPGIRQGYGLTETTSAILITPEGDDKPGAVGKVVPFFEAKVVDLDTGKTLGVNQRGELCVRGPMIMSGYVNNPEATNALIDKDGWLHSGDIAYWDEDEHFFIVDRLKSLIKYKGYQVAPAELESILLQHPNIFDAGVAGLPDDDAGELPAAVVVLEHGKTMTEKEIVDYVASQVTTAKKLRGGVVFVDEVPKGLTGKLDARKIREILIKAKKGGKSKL
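Purified P. pyralis luciferase (10nM final) with 10uM D-luciferin and 10uM ATP (Km levels) in 50mM Tris acetate pH 7.5, 10mM Mg acetate, 0.01% Tween-20, 0.05% BSA; qHTS 6-point titration, ~60 µM downward; luminescence read.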
RORgamma inh: blocks mouse ROR gamma transcriptional activity. P51450. Drosophila S2 Gal4-RORgamma UAS-luciferase reporter, 20 h. Potency, µM (titrated, usually from 53.6 µM), for inactives: top-dose activity change, negative = inhibition, hits mostly inhibitors. 310,000 tested, 5.4% active. AID 2551; also: potency is read from the fitted curve at half-maximal effect; % is scaled to controls: 0 for no effect and ±100 for the full control effect; nearly all actives have a fitted effect of over 60% in size
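Stably transfected Drosophila Schneider cells are the test system, with ROR gamma fused to Gal4 and luciferase under UAS control; luminescence is read after 20 hr of 700 uM copper sulfate induction at ambient temperature.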
NPC1 prom act: activates the NPC1 promoter; 320,000 tested, 2.4% active; Potency, µM (titrated, usually from 9.22 µM), for inactives: at the top dose activation, hits mostly activators; AID 485313; Huh7 NPC1 promoter luciferase reporter, 24 h;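 also: potency is read from the fitted curve at half-maximal effect; % of control where 0% means no effect; nearly all actives have a fitted effect of over 60% in size; reporter is driven by a mutant NPC1 promoter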
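Compounds in DMSO were transferred onto Huh7 NPC1-luciferase reporter cells pre-incubated 2 h; after 24 h at 37 °C, Amplite reagent was dispensed and luminescence recorded 10 min later.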
* hit, by the source's call; ? = inconclusive; nt = no result given; & = joins results of further samples; [ ] = dose if it differs, or a comment. Unless noted, calls follow the shape of the dose curve; as a rule, active = well fitted curve in the direction sought with a large enough effect; inconclusive = small, poorly fitted or top-dose-only effect, or another doubt; inactive = no such curve, though single readings can be large; an effect the other way counts as inactive or inconclusive. Not all compounds are listed. The share of hits here may be higher or lower than overall.

molecule,Mito fusion yeast,PKM2 act,Menin MLL FP TR,MBNL1-CUG inh,Gal4-VP16 FLuc,KCNH2 3.1 block,ELG1 DNA repair,Rab9 promoter act,FLuc modulator,RORgamma inh,NPC1 prom act
O=C(C1=C[C@H](c2ccccc2)C[C@H](OCc2ccc(CO)cc2)O1)N1CCCCCCC1,11%,1%,7%,2%,1%,nt,-2%,-2%,-1%,-5%,1%
COc1ccccc1C(=O)NCCC(=O)Nc1cccc(C)n1,-3%,2%,nt,2%,-13%,17,?,27%,?,24%,-1%
Cc1cccc(-c2nc3cc([N+](=O)[O-])ccc3o2)c1,-2%,7%,13%,8%,1%,-4,?,1.6µM*,1.7µM*,18%,3.5µM*
Cn1c(NC(=O)c2ccc(C(C)(C)C)cc2)cc(=O)n(C)c1=O,6%,0%,7%,-2%,28%,-1,?,17%,-10%,28%,14%
CC(C)(C)C(=O)CN1C2=NCCN2c2ccccc21,2%,-6%,9%,-2%,-11%,8,9%,1%,0%,-18%,-4%
COc1ccc2cc(C(=O)N3CCN(c4ccc(F)cc4)CC3)[nH]c2c1,1%,nt,?,1%,0%,-8,-22%,-3%,-7%,25%,0%
CCC(C)c1ccccc1NC(=S)NC(=O)c1ccco1 (centres undefined),-8%,-2%,nt,4%,3.2µM*,16,?,1%,4%,3.5µM*,1%
COc1ccc(C2C3=C(CC(C)(C)CC3=O)N(C)C3=C2C(=O)CC(C)(C)C3)cc1OC,9%,0%,-8%,11%,-11%,-9,0%,-6%,0%,-8%,1%
O=C(COC(=O)/C=C/C(=O)OCC(=O)NC12CC3CC(CC(C3)C1)C2)NC12CC3CC(CC(C3)C1)C2,0%,-14%,-18%,-13%,-11%,7,?,-3%,0%,-8%,0%
CC(C)(C)C1CCC(OCC(O)CN2CCN(c3ccccc3)CC2)CC1 (centres undefined),2%,-3%,?,4%,1%,-18,22%,0%,0%,1%,1%

Other records.
molecule,Mito fusion yeast,PKM2 act,Menin MLL FP TR,MBNL1-CUG inh,Gal4-VP16 FLuc,KCNH2 3.1 block,ELG1 DNA repair,Rab9 promoter act,FLuc modulator,RORgamma inh,NPC1 prom act
COc1ccc(OC)c(-n2c(C)cc(C=O)c2C)c1,-1%,-1%,-1%,2%,-18%,-5,10%,-7%,-1%,-13%,-2%
CCC(C)N(CCNC(=O)c1ccc(NC2=NC3CS(=O)(=O)CC3S2)cc1)Cc1ccco1 (centres undefined),-1%,3%,?,-8%,-8%,-6,18%,-11%,6%,-8%,-4%
COc1ccccc1CNC(=O)Cc1csc(NC(=O)Nc2ccccc2OC)n1,6%,nt,nt,nt,nt,-4,?,-1%,6%,nt,-1%
CC(NC(=O)COC(=O)CCNC(=O)c1ccco1)C12CC3CC(CC(C3)C1)C2 (centres undefined),10%,2%,16%,-1%,-1%,2,27%,-8%,-1%,-6%,-1%
CCCCc1ccc(NC(=O)N[C@@H](C)C(=O)O)cc1,1%,-4%,nt,0%,-3%,-15,8%,1%,?,9%,-5%
CC[C@H](C)Cc1cn([C@@H](CCCCNC(=O)OC(C)(C)C)C(=O)NCCCCCCCCCCC(=O)N2CCN(C(=O)OC(C)(C)C)CC2)nn1,-12%,nt,nt,nt,nt,4,?,-10%,-1%,nt,-10%
C/C(=N\NC(=O)c1ccc(C(=O)N/N=C(\C)c2ccco2)o1)c1ccco1,1%,1%,-8%,?,1%,-22,?,-1%,?,45%,-3%
Cc1cc(=O)[nH]c(N/N=C2/CCCC/C2=C\c2ccccc2)n1,4%,2%,nt,11%,18µM*,-13,8.2µM*,2%,-12%,6.3µM*,-6%
O=C(O)CCn1ccnc1-c1ccccc1,-1%,4%,22%,5%,1%,-10,6%,-4%,-1%,-2%,-2%
COCCNC(=O)CSc1nc(N)c(NC(=O)c2ccccc2F)c(=O)[nH]1,-5%,2%,8%,-4%,-11%,4,1%,-3%,0%,-4%,-1%

The last 3 entries of the part above are carried over, then new ones follow:
molecule,Mito fusion yeast,PKM2 act,Menin MLL FP TR,MBNL1-CUG inh,Gal4-VP16 FLuc,KCNH2 3.1 block,ELG1 DNA repair,Rab9 promoter act,FLuc modulator,RORgamma inh,NPC1 prom act
Cc1cc(=O)[nH]c(N/N=C2/CCCC/C2=C\c2ccccc2)n1,4%,2%,nt,11%,18µM*,-13,8.2µM*,2%,-12%,6.3µM*,-6%
O=C(O)CCn1ccnc1-c1ccccc1,-1%,4%,22%,5%,1%,-10,6%,-4%,-1%,-2%,-2%
COCCNC(=O)CSc1nc(N)c(NC(=O)c2ccccc2F)c(=O)[nH]1,-5%,2%,8%,-4%,-11%,4,1%,-3%,0%,-4%,-1%
CN1CCN(C(=O)c2cc3ccccc3[nH]2)CC1,0%,0%,8%,-6%,-1%,16,-1%,-1%,-10%,10%,0%
NC(=O)c1ccccc1NC(=O)COc1ccc(Cl)cc1,10%,-2%,8%,-6%,17%,1,?,?,17µM*,14%,3.2µM*
Cc1ccc(N2C(=O)N(CC(=O)Nc3ccc(C)cc3[N+](=O)[O-])C(=O)C2C)cc1 (centres undefined),-6%,nt,nt,nt,nt,10,23%,13%,-5%,nt,13%
CCOc1ccccc1N1CN(C2CCCCC2)CNC1=S,2%,-2%,nt,nt,14µM*,-3,-7%,3%,1%,3.2µM*,-1%
O=c1cc(CN2CCN(Cc3ccc(F)cc3)C(CCO)C2)[nH]c2ccccc12 (centres undefined),-1%,2%,0%,-1%,-1%,-37,-6%,11%,0%,-3%[1.91 µM],-3%
COc1ccc(-n2nc(C(=O)NCC(=O)NCCCN3CCOCC3)c3ccccc3c2=O)cc1,0%,-3%,12%,?,6%,8,0%,0%,1%,-6%,0%
CC1CCC(C(C)C)C(OC(=O)C[n+]2cccc(C(N)=O)c2)C1 (centres undefined),-1%,1%,-11%,22%,-7%,-1,8%,3%,-1%,-7%,-3%
O=C1c2ccc([N+](=O)[O-])cc2NC(c2ccco2)N1/N=C/c1ccco1 (centres undefined),-10%,13%,nt,?,-16%,3,10%,11%,?,19%,17%
O=C(COc1ccccc1)NC1CCCCCCC1,-2%,9%,nt,-5%,-7%,9,?,18%,-17%,38%,20%
O=C(Nc1cccc(Cl)c1)N1CCN2C(=O)c3ccccc3C12c1ccccc1 (centres undefined),3%,5%,?,-8%,-8%,-15,?,-1%,-13%,?,-4%

(list continues)
molecule,Mito fusion yeast,PKM2 act,Menin MLL FP TR,MBNL1-CUG inh,Gal4-VP16 FLuc,KCNH2 3.1 block,ELG1 DNA repair,Rab9 promoter act,FLuc modulator,RORgamma inh,NPC1 prom act
O=C(CCn1c(=O)oc2ccccc21)Nc1ccc(N2CCOCC2)cc1,1%,0%,-22%,-4%,0%,13,-1%,-4%,2%,21%,2%
CC(=O)N1[C@H](C)C=C[C@]1(Cc1ccccc1)C(=O)NCCc1c[nH]c2ccccc12,2%,-2%&0%,-3%&-1%,-2%,-1%&11%,3,25%,5%,4%,-5%&17%,3%
CCOc1ccc(CN2CCC(C(=O)N3CCN(c4ccccc4F)CC3)CC2)cc1OC,-8%,-7%,-18%,-6%,nt,-36,-11%,-11%,3%,-13%[0.365 µM],0%
COc1ccc(-c2c3c(=O)n(C)c(=O)n(C)c3cn2-c2ccccc2O)cc1,nt,0%,nt,-2%,6%,9,-11%,0%,1%,8%,2%
COc1ccc(/C=C(/C#N)C(=O)Nc2cccc([N+](=O)[O-])c2)cc1C(=O)O,-17%,0%,?,?,-8%,27,9%,-4%,-19%,38%,-5%
O=C(OCc1ccc([N+](=O)[O-])cc1)c1cc([N+](=O)[O-])ccc1N1CCOCC1,12%,nt,nt,nt,nt,-89*,?,-2%,1%,nt,-4%
Cc1nnc2sc(-c3ccccn3)nn12,-2%,-8%,-21%,-2%,1%,4,?,-7%,-1%,31%,3%
CCOc1cccc(C(=O)NC(=S)Nc2ccc(N3CCCC3)cc2)c1,6%,2%,-15%,?,6.3µM*,-14,0%,5%,1%,2.2µM*,-2%
